BRCT inh green: inhibitors of human BRCA1 BRCT-phosphoprotein interaction (green fluorophore) | AID 875 | BRCA1 BRCT-phosphopeptide binding, green fluorescence polarization | hit rate 0.05% among 75,000 | P38398 | Potency, µM (highest dose often 76.9 µM), without a hit: at the top dose activity change, negative = inhibition, actives largely listed as inhibitors;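 further: potency means the concentration at half of the fitted maximal effect; plate controls were peptide without protein for full effect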
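Compounds were incubated for 12 min at room temperature with a complex of 100 nM fluorescein-tagged pBACH1 decapeptide and 250 nM His-tagged BRCT protein. Buffer was phosphate pH 7.3 with EDTA, DTT and Tween 20. Disruption of binding lowers the polarization signal.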
HEK293 cAMP ctrl: counter-screen for TSHR agonists: cAMP increase in parental HEK293 | parental HEK293 CNG cAMP sensor, membrane potential fluorescence | Potency, µM (series often up to 57.1 µM), without a hit: at the highest dose activation, usual class: activators | hit rate 2.5% among 73,000; further: potency means the concentration at half of the fitted maximal effect; % of control where 0% means no effect; nearly all actives have a fitted effect of over 55% in size
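Counterscreen for endogenous-receptor signalling: CNG-channel HEK 293 cells report cAMP rise by membrane depolarization. After 60 min dye equilibration with 100 uM RO 20-1724, compounds incubated 30 min before bottom-read fluorescence at 590 nm.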
Caspase-7 inhib: allosteric or competitive inhibitors of human caspase-7 | P55210 | recombinant caspase-7, Ac-DEVD-AFC fluorescence rate | Potency, µM (series often up to 57.5 µM), inactives show at the top dose activity change, negative = inhibition, actives largely listed as inhibitors | hit rate 0.02% among 75,000 | AID 889; active means well fitted inhibition curve with a large enough effect in the main read-out, with a control signal flat, not every such curve was filed as active; inconclusive means small, poorly fitted or top-dose-only effect, or a change in a side signal; further: potency means the concentration at half of the fitted maximal effect; % of control where 0% means no effect
Pol III holo inh: blocks replication by bacterial DNA polymerase III holoenzyme; hit rate 0.25% among 71,000; Potency, µM (series often up to 57.1 µM), without a hit: at the highest dose activity change, negative = inhibition; AID 603; reconstituted DNA polymerase III holoenzyme replication, biochemical; further: potency means the concentration at half of the fitted maximal effect; on the % scale 0 is the no-effect control and ±100 the full control effect
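Reconstituted *E. coli* holoenzyme (0.35 nM Pol III, 1 nM beta, 154 nM SSB, 2 nM primase) was preincubated with compound for 15 min at RT. Synthesis on 1.4 nM ssM13Gori ran 35 min, then was stopped with PicoGreen/EDTA and read as dsDNA fluorescence.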
Caspase-1 inhib: allosteric or competitive inhibitors of human caspase-1 | Caspase-1 enzyme, Ac-WEHD-AFC fluorogenic rate | hit rate 0.03% among 75,000 | Potency, µM (highest dose often 57.5 µM), inactives show at the highest dose activity change, negative = inhibition, actives largely listed as inhibitors | AID 900 | P29466;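 further: potency means the concentration at half of the fitted maximal effect; plate controls were vehicle for no effect and no substrate for full effect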
Rhodamine fluor: rhodamine region autofluorescence | Rhodamine-region fluorescence, 547/598 nm, Tris buffer; stronger effect = higher value | hit rate 0.05% among 59,000 | AID 594 | max dye-equivalent concentration, M; in the data active means max dye-equivalent concentration above about 11 nM; inconclusive means between about 1.1 nM and that limit
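Compound fluorescence in 100 mM Tris, pH 8.0, read after 15 min at room temperature with 547 nm excitation and 598 nm emission. Output is dye-equivalent concentration from an on-plate rhodamine standard series.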
HADH2 inhib: HADH2 (human) dehydrogenase inhibition; AID 886; Potency, µM (series often up to 57.1 µM), inactives show top-dose activity change, negative = inhibition, most hits filed as inhibitors; hit rate 3.4% among 73,000; recombinant HADH2, NADH fluorescence, beta-hydroxybutyryl-CoA; further: potency means the concentration at half of the fitted maximal effect; on the % scale 0 is the no-effect control and ±100 the full control effect; nearly all actives have a fitted effect of over 60% in size; many of its hits are not listed in these tables
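Buffer 100 mM Tris-HCl pH 9.0/0.01% Tween-20; HADH2 20 nM; NAD+ 1 mM; beta-hydroxybutyryl-CoA 90 uM (all final). 15 min cpd preincubation, RT.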
BRCT inh red: disrupts BRCA1 BRCT binding to phosphoprotein, red fluorophore readout | BRCT-phosphopeptide binding, red fluorescence polarization | Potency, µM (titrated, usually from 76.9 µM), for the others: at the highest dose activity change, negative = inhibition, actives largely listed as inhibitors | hit rate 0.03% among 75,000 | AID 892; further: on the % scale 0 is the no-effect control and ±100 the full control effect
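Fluorescence polarization: 100 nM His-tagged BRCA1 BRCT with 100 nM TAMRA-labelled phospho-BACH1 decapeptide, phosphate buffer pH 7.3 with 150 mM NaCl, DTT, 0.01% Tween 20; 12 min RT. Binding inhibition seen as FP decrease.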
Tau fil binding: tau filament binding; P10636; recombinant tau filaments, thioflavin S fluorescence, 15 h; filaments grown with octadecylsulfate alongside compound; Potency, µM (top dose mostly 57.1 µM), without a hit: at the highest dose activity change, negative = inhibition; hit rate 2% among 71,000; AID 596;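 further: potency means the concentration at half of the fitted maximal effect; on the % scale 0 is the no-effect control and ±100 the full control effect; actives lower thioflavin S fluorescence by blocking filaments or displacing dye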
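His-tagged recombinant human tau (exons 2, 3, 10; 1 uM final) fibrillized with 30 uM sodium octadecylsulfate, 15 h at 37 C, in pH 7.4 HEPES buffer with 10 uM thioflavine S and 5 mM DTT. Reduced ThS fluorescence (450/510 nm) marks activity.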
USP2a inhib: inhibitors of human ubiquitin-specific protease USP2a. USP2a enzymatic assay, qHTS inhibition. Potency, µM (top dose mostly 38.3 µM), for the others: top-dose activity change, negative = inhibition, usual class: inhibitors. hit rate 0.1% among 60,000;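 further: potency means the concentration at half of the fitted maximal effect; nearly all actives have a fitted effect of over 60% in size; plate controls were DMSO for no effect and NEM full inhibition control for full effect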
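USP2 core (20 nM final) was preincubated with compound for 30 min at RT in 20 mM Tris-HCl pH 8.0, 2 mM CaCl2, 2 mM beta-mercaptoethanol; Ub-PLA2 (20 nM) plus NBD C6-HPC (20 uM) then added, fluorescence read after 2.5 h.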
15-hLO inh: inhibitors of human 15-lipoxygenase (ALOX15) | P16050 | purified 15hLO-1, xylenol orange hydroperoxide absorbance | Potency, µM (top dose mostly 57.1 µM), for the others: at the top dose activity change, negative = inhibition, most hits filed as inhibitors | hit rate 1.4% among 74,000; further: potency means the concentration at half of the fitted maximal effect; on the % scale 0 is the no-effect control and ±100 the full control effect; nearly all actives have a fitted effect of over 55% in size
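Purified human 15hLO-1 (40 nM) in 25 mM Hepes pH 7.5, 0.01% Triton X-100, preincubated 15 min RT with compound, then 50 uM arachidonic acid for 6 min. Hydroperoxide read by ferrous/xylenol orange, 30 min; 573/405 nm absorbance ratio gave progress.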
An asterisk follows results filed as active; i = inactive; ? = inconclusive; . = not tested or not shown; [ ] = remark or other dose. Unless noted, the call rests on the fitted dose curve; in most records, active means well fitted curve in the direction sought with a large enough effect; inconclusive means small, poorly fitted or top-dose-only effect, or another doubt; inactive means no such curve, though single readings can be large; an effect the other way counts as inactive or inconclusive. A portion of the library; rates above refer to the full screens.

1: Cc1nn2c(-c3ccc(Cl)cc3Cl)nnc2s1
2: O=C(O)CCCC(=O)Nc1nc(-c2ccc(F)cc2)cs1
3: CC(C)(C)N(Cc1ccccc1)C(=O)CSc1nnc(CNc2ccc(F)cc2)o1
4: Cc1cnc(C(=O)OCC(=O)Nc2cccc(Cl)c2)cn1
5: C[N+](C)([O-])CCC=C1c2ccccc2CCc2ccccc21
6: Cc1ccc(N2CCN(CC3CC=CCC3)CC2)cc1 (stereo not drawn)
7: COc1ccc(N(CC(=O)O)S(=O)(=O)c2ccc(OC)c(OC)c2)cc1
8: CCCCN(CC)CCCNC(=O)c1cc2c(=O)n(C)c3ccccc3c2n1C

assay / entry,1,2,3,4,5,6,7,8
BRCT inh green,-1.3%,-0.3%,-0.1%,-1.3%,-1.9%[15.4 µM],-3.0%,-1.0%,2.1%
HEK293 cAMP ctrl,7%,5%,10%,4%,18%[11.4 µM],27%,?,10%
Caspase-7 inhib,1%,-3%,-5%,0%,0%[11.5 µM],0%,1%,0%
Pol III holo inh,-4%,-1%,-13%,2%,-13%[11.4 µM],-3%,-3%,-6%
Caspase-1 inhib,1%,-1%,-6%,-4%,-3%[11.5 µM],-4%,-1%,1%
Rhodamine fluor,i,i,i,i,i,.,.,.
HADH2 inhib,-7%,2%,1%,1%,2%[11.4 µM],6%,-1%,3%
BRCT inh red,-1.6%,0.9%,-1.8%,-1.1%,-1.0%[15.4 µM],0.3%,0.4%,-4.0%
Tau fil binding,5%,10%,-8%,-10%,-6%[11.4 µM],8%,-5%,185%
USP2a inhib,66%[activator],-1%,-7%,8%,.,1%,-5%,.
15-hLO inh,5%,-6%,-16%,4%,3%[11.4 µM],-3%,5%,4%

9: Cc1ccc(S(=O)(=O)CNC(=O)c2ccccc2)cc1
10: CCCn1c(CNC(=O)c2cccs2)nc2ccccc21
11: COc1ccc(C(=O)c2coc3ccc(O)c(CN4CCCC4)c23)cc1
12: O=C(COc1ccc(S(=O)(=O)N2CCOCC2)cc1)Nc1ccc(Cl)c(C(F)(F)F)c1
13: CC1(C)CC(=O)C=C(NCC2CCCO2)C1 (stereo not drawn)
14: O=C(N1CCOCC1)N1CCN(C(=O)N(c2ccccc2)c2ccccc2)CC1
15: CN(C)c1oc(-c2ccc(OCc3ccc(Cl)cc3)cc2)nc1C#N
16: Cc1cccc(CNc2ncnc3[nH]ncc23)c1

assay / entry,9,10,11,12,13,14,15,16
BRCT inh green,1.1%,0.7%,3.0%,-0.6%,-0.4%,-1.7%,-2.6%,2.5%[15.4 µM]
HEK293 cAMP ctrl,3%,6%,?,7%,?,3%,17%,-1%[11.4 µM]
Caspase-7 inhib,1%,0%,-3%,-1%,2%[0.00368 µM],0%,0%,-1%[11.5 µM]
Pol III holo inh,2%,1%,-2%,-5%,1%,0%,-3%,-1%[11.4 µM]
Caspase-1 inhib,-3%,-1%,2%,-3%,0%,-2%,0%,2%[11.5 µM]
Rhodamine fluor,.,.,.,i,i,i,i,i
HADH2 inhib,-5%,7%,-12%,17%,?,14%,32µM*,-2%[11.4 µM]
BRCT inh red,-0.1%,-0.7%,1.2%,1.2%,1.3%,-0.1%,-0.3%,0.8%[15.4 µM]
Tau fil binding,13%,-5%,-10%,5%,-1%,-4%,23%,9%[11.4 µM]
USP2a inhib,-5%,.,.,34%[activator],-5%,6%,-5%,.
15-hLO inh,4%,2%,-20%,-6%,12%,-5%,-6%,5%[11.4 µM]

17: O=C(CCN1CCN(C(=O)c2ccco2)CC1)Nc1ccc(F)cc1
18: COc1ccc(N2CCCCn3c2nc2c3c(=O)[nH]c(=O)n2C)cc1
19: N#CC1=C(SCC(=O)NC23CC4CC(CC(C4)C2)C3)NC(=O)C(C#N)C12CCCCC2 (stereo not drawn)
20: NC[C@H]1O[C@H](n2cnc3c(N)ncnc32)C[C@@H]1O
21: COc1ccc(C(=O)CSc2nn3c(=O)c(C(C)(C)C)nnc3s2)cc1
22: COc1ccc(-c2nnc(SCC(=O)Nc3ccccc3)n2C)cc1
23: O=C1CC(C(=O)Nc2ccc(Br)cc2)C2(CCCC2)O1 (stereo not drawn)
24: CC(C)N(CCNC(=O)c1ccc(Cc2nc3ccccc3[nH]2)cc1)C(C)C

assay / entry,17,18,19,20,21,22,23,24
BRCT inh green,-1.1%,-5.3%,-2.8%,1.2%[15.4 µM],1.9%,2.9%,-3.1%,-1.9%
HEK293 cAMP ctrl,17%,-3%,?,12%[11.4 µM],21%,17%,-5%,-13%
Caspase-7 inhib,-3%,5%,-11%,0%[11.5 µM],0%,1%,-4%,1%
Pol III holo inh,-1%,-4%,1%,-6%[11.4 µM],-15%,-4%,-8%,.
Caspase-1 inhib,-1%,-1%,-3%,-3%[11.5 µM],0%,-1%,0%,-2%
Rhodamine fluor,i,i,i,i,i,i,i,.
HADH2 inhib,5%,-1%,-9%,5%[11.4 µM],-11%,11%,?,-4%
BRCT inh red,-3.2%,-0.4%,-1.0%,1.1%[15.4 µM],0.0%,-0.7%,-3.4%,-2.3%
Tau fil binding,-4%,-12%,?,-12%[11.4 µM],2%,5%,-11%,.
USP2a inhib,4%,-4%,32%[activator],.,33%[activator],3%,5%,.
15-hLO inh,11%,-1%,-12%,-6%[11.4 µM],?,8%,-12%,4%

25: Nc1ccccc1NC(=O)c1ccccc1
26: CCOc1ccc(-c2cc(C(=O)N3CCN(C)CC3)c3ccccc3n2)cc1
27: Cc1ccc(NC(=O)C2CCCN(S(=O)(=O)c3cnc[nH]3)C2)cc1F (stereo not drawn)
28: COC(=O)C(C#N)c1nc2ccccc2nc1N1CCCC1 (stereo not drawn)
29: CCc1nnc(NC(=O)CSc2nnc(-c3ccco3)n2CC)s1
30: O=C(CSc1nnc(CCCO)n1-c1ccccc1)Nc1nccs1
31: O=C(O)CN(c1ccc2c(c1)OCCO2)S(=O)(=O)c1ccccc1
32: CCc1nn(-c2cc(Cl)ccc2OC)c2c1C(=O)CCC2
33: CNc1nc(Nc2ccc(C(C)=O)cc2)nc(OC(C(F)(F)F)C(F)(F)F)n1

assay / entry,25,26,27,28,29,30,31,32,33
BRCT inh green,-0.6%,-0.7%,-1.0%,0.2%,0.4%,0.1%,1.0%,-1.6%,-2.6%
HEK293 cAMP ctrl,0%,20%,2%,9%,-4%,?,2%,?,-1%[11.4 µM]
Caspase-7 inhib,-7%,0%,0%,-28%,0%,0%,-1%,0%,-1%
Pol III holo inh,2%,-2%,-1%,-7%,-3%,-3%,3%,4%,0%[11.4 µM]
Caspase-1 inhib,-6%,-1%,-2%,?,0%,-1%,-1%,-3%,-2%
Rhodamine fluor,i,i,.,i,i,i,i,i,.
HADH2 inhib,3%,29%,9%,-8%,-11%,1%,-2%,10%,17%[11.4 µM]
BRCT inh red,-1.6%,0.7%,-0.7%,-0.5%,0.0%,-0.1%,-1.2%,1.5%,-0.7%
Tau fil binding,i,-16%,15%,16µM*,18%,-4%,-16%,-2%,34%[11.4 µM]
USP2a inhib,12%,-7%,.,-3%,0%,6%,-1%,2%,22%[7.66 µM]
15-hLO inh,4%,-6%,1%,-17%,5%,10%,7%,3%,-18%[11.4 µM]

By substructure: the entries above containing an NH in an aromatic ring.
16: Cc1cccc(CNc2ncnc3[nH]ncc23)c1
18: COc1ccc(N2CCCCn3c2nc2c3c(=O)[nH]c(=O)n2C)cc1
24: CC(C)N(CCNC(=O)c1ccc(Cc2nc3ccccc3[nH]2)cc1)C(C)C
27: Cc1ccc(NC(=O)C2CCCN(S(=O)(=O)c3cnc[nH]3)C2)cc1F (stereo not drawn)

assay / entry,16,18,24,27
BRCT inh green,2.5%[15.4 µM],-5.3%,-1.9%,-1.0%
HEK293 cAMP ctrl,-1%[11.4 µM],-3%,-13%,2%
Caspase-7 inhib,-1%[11.5 µM],5%,1%,0%
Pol III holo inh,-1%[11.4 µM],-4%,.,-1%
Caspase-1 inhib,2%[11.5 µM],-1%,-2%,-2%
Rhodamine fluor,i,i,.,.
HADH2 inhib,-2%[11.4 µM],-1%,-4%,9%
BRCT inh red,0.8%[15.4 µM],-0.4%,-2.3%,-0.7%
Tau fil binding,9%[11.4 µM],-12%,.,15%
USP2a inhib,.,-4%,.,.
15-hLO inh,5%[11.4 µM],-1%,4%,1%
